Screening results as filed in PubChem BioAssay.
Tau FP inhib = inhibitors of human tau fibril formation | K18 P301L tau heparin fibrillization, Alexa594 FP, 6 h | Potency, µM (doses to about 57.7 µM), without a hit: at the highest dose activity, negative = inhibition, usual class: inhibitors | AID 1468 | 0.39% of 280,000 active | P10636; further: nearly all actives have a fitted effect of over 55% in size
Target sequence (P10636 561-689 P618L limits assumed): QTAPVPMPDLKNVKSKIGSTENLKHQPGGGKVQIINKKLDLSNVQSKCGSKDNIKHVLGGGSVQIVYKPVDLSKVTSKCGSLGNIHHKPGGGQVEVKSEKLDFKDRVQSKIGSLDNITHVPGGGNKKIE
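Human tau K18 […] P301L fragment, 15 uM unlabeled plus 0.24 uM Alexa 594-labeled tau (final), with compound and 20 uM heparin in 100 mM sodium acetate pH 7; 6 hr at 37 C, then Alexa 594 FP read.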
Tau fibril ThT = tau fibrillization inhibition (ThT binding); 2.1% of 270,000 active; P10636; recombinant tau K18 P301L (four-repeat tau fragment), heparin-induced fibrillization, ThT fluorescence; Potency, µM (highest dose often 57.4 µM), for inactives: at the top dose activity, negative = inhibition, hits mostly inhibitors; AID 1460; further: nearly all actives have a fitted effect of over 55% in size
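Recombinant human tau K18 fragment […] carrying P301L, 15 uM unlabeled plus 0.24 uM Alexa 594-labeled, was fibrillized with 20 uM heparin in 100 mM sodium acetate pH 7 for 6 hr at 37 C; 30 uM ThT fluorescence read after 1 hr.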
TexasRed fluor = counter-screen for TRb-SRC2 inhibitors: fluorescence interference. TRb/SRC2 Texas Red total fluorescence interference. Potency, µM (highest dose often 106 µM), for the others: at the highest dose fluorescence change, negative = quenching. 0.29% of 280,000 active. AID 1479; active means well fitted curve in either direction with a large enough effect; inconclusive means small, poorly fitted or top-dose-only effect
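Flags fluorescent or light-absorbing compounds by total fluorescence, S + 2P, at 555 nm excitation and 632 nm emission. Mixture: 20 nM Texas Red SRC2 peptide, 0.6 uM human TRb LBD, 1 uM T3, 5% DMSO; compound exposure 5 h at ambient temperature.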
TRb SRC2 PPI = disrupts binding of human TR beta to SRC2; 0.065% of 280,000 active; TRbeta-SRC2 peptide binding, fluorescence polarization; receptor liganded with 1 µM T3; Potency, µM (doses to about 106 µM), without a hit: at the top dose activity change, negative = inhibition, actives largely listed as inhibitors; P10828;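 further: plate controls were bound peptide for no effect and peptide without receptor for full effect; nearly all actives have a fitted effect of over 50% in size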
Target sequence (P10828 whole entry, looked up): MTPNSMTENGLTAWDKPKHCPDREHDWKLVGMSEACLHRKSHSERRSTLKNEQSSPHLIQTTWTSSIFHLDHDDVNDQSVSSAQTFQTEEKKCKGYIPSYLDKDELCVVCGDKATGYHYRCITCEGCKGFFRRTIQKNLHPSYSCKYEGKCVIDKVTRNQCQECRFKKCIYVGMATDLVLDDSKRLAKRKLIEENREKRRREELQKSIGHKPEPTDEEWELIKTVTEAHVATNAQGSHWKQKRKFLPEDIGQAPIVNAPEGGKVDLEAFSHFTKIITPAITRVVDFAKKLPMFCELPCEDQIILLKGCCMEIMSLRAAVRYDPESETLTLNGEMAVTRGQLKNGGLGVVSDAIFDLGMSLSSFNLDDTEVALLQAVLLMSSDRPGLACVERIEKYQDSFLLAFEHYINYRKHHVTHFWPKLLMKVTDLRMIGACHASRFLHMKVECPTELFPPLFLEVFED
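Human TRb LBD (0.6 uM) plus Texas Red-labeled SRC2 peptide (20 nM), 1uM T3, 5% DMSO, 5 hr at ambient temperature. Decreased polarization (555/632 nm) flags inhibition; data normalized to free and bound peptide controls.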
L3MBTL1 block = blocks human L3MBTL1; Potency, µM (series often up to 57.1 µM), without a hit: top-dose activity, negative = inhibition, most hits filed as inhibitors; Q9Y468; AlphaScreen L3MBTL1–H3K9me1 peptide binding; 0.66% of 230,000 active; AID 485360; further: nearly all actives have a fitted effect of over 60% in size
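Read-out is AlphaScreen signal from streptavidin donor and nickel chelate acceptor beads (10 ug/mL final each) bridging L3MBTL1 (50 nM) and biotinylated K9-monomethylated H3(1-15) peptide (75 nM), after 30 min compound exposure at room temperature.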
RECQ1 inh = RECQ1 (human) helicase inhibition. 0.54% of 240,000 active. Potency, µM (series often up to 57.3 µM), without a hit: top-dose activity, negative = inhibition, hits mostly inhibitors. RECQ1 DNA unwinding, red fluorescence kinetic read. AID 2549. P46063;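 further: plate controls were vehicle for no effect and no enzyme for full effect; nearly all actives have a fitted effect of over 30% in size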
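RECQ1T1 50 nM; forked duplex (20 bp + 30-nt ss tails) 200 nM, ATP 2 mM final; pH 8.0, 2 mM MgCl2, 2.5 ug/ml poly(dI-dC); 15 min compound preincubation; discontinuous kinetic read over 2 h at RT.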
JMJD2E inh = blocks human JMJD2E demethylase activity. B2RXH2. Potency, µM (top dose mostly 57.1 µM), inactives show at the highest dose activity change, negative = inhibition, usual class: inhibitors. JMJD2E catalytic domain, FDH-coupled NADH fluorescence (FDH is formaldehyde dehydrogenase). 1.6% of 230,000 active. AID 2147; active means well fitted inhibition curve with a large enough effect, not every such curve was filed as active; inconclusive means small, poorly fitted or top-dose-only effect, or another doubt; inactive means no such curve, though single readings can be large or run the other way;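 further: 0% = wells with enzyme and -100% = buffer wells without enzyme; nearly all actives have a fitted effect of over 50% in size; many of its hits are not listed in these tables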
GoLoco inh red = inhibitors of human Gai1-RGS12 GoLoco interaction (red fluorophore) | Gai1:RGS12 GoLoco peptide FP, rhodamine, 10 min | Potency, µM (series often up to 61.6 µM), inactives show at the highest dose activity, negative = inhibition, actives largely listed as inhibitors | 0.44% of 230,000 active; active means well fitted inhibition curve with a large enough effect, not every such curve was filed as active; inactive means no such curve, though single readings can be large or run the other way; further: nearly all actives have a fitted effect of over 30% in size; many of its hits are not listed in these tables
Target sequence (P63096 whole entry, looked up): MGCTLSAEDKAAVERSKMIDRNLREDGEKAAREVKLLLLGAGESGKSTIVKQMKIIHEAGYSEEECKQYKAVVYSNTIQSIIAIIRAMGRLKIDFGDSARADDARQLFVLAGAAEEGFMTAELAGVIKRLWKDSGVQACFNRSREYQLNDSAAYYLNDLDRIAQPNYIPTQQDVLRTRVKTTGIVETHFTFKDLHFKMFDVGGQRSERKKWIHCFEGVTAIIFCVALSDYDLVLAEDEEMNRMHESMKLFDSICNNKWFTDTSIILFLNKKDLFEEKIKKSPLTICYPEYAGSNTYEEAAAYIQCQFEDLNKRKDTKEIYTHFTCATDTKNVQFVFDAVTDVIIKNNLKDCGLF
The depositor's hits bear a star; i = inactive; ? = inconclusive; nt = not tested or not shown; [ ] = another dose, or the depositor's remark. Unless noted, the call rests on the fitted dose curve; in most records, active means well fitted curve in the direction sought with a large enough effect; inconclusive means small, poorly fitted or top-dose-only effect, or another doubt; inactive means no such curve, though single readings can be large; an effect the other way counts as inactive or inconclusive. Unless noted, on the % scale 0 is the no-effect control and ±100 the full control effect; potency means the concentration at half of the fitted maximal effect. A portion of the library. The share of hits here may be higher or lower than overall.

Order of values – Tau FP inhib, Tau fibril ThT, TexasRed fluor, TRb SRC2 PPI, L3MBTL1 block, RECQ1 inh, JMJD2E inh, GoLoco inh red
> Cc1cc(C)c2c(=O)cc(C(F)F)oc2c1
 : -4%, 4%, -3%, 5%, nt, -4%, -3%, 8%
> CCc1ccc(NC(=O)COC(=O)/C=C/c2c(C)nn(C3CCS(=O)(=O)C3)c2Cl)cc1 (stereo unspecified)
 : -4%, -5%, 0%, -1%, nt, -2%, -4%, 4%
> Cc1ccc(C(=O)Nc2ccc(-c3cn4cccnc4n3)cc2)cc1C
 : 0%, ?, -2%, 1%, nt, nt, nt, nt
> Cc1ccc(C(=O)Nc2nnc(S(=O)(=O)N3CCCc4ccccc43)s2)cc1
 : -6%, ?, 1%, -3%, nt, nt, nt, nt
> Cc1cccc(-n2c(SCC(=O)N3CC(=O)Nc4ccccc43)nc3ccccc3c2=O)c1C
 : -1%, -9%, -1%, -15%, -1%, -9%, ?, -20%
> O=C(CSCc1c(F)cccc1Cl)NCc1ccncc1
 : 0%, -2%, -1%, 3%, 11%, i, -15%, 11%
> CCC(C)c1ccc(NC(=S)Nc2ccc(OC)c(OC)c2)cc1 (stereo unspecified)
 : ?, ?, 1%, -6%, 0%, -1%, -2%, 1%
> CCOC(=O)N/N=C/c1cn(CCCOc2ccccc2)c2ccccc12
 : 7%, 5%, -4%, 0%, -42%, -3%, -6%, -22%
> Cc1ccc(CNC(=O)c2ccccc2N(C)S(C)(=O)=O)cc1
 : 0%, -1%, 0%, 0%, 0%, i, -3%, 2%
> CCOc1ccc(CNC(=O)CN2C(=O)CSc3c2c(C)nn3-c2ccccc2)cc1
 : -3%, 11%, -2%, -2%, nt, nt, nt, nt
> COc1ccccc1C(C)NCC(=O)NCC(=O)Nc1ccc(F)c(F)c1F (stereo unspecified)
 : -2%, 5%, 1%, -4%, 6%, -9%, 8%, 1%
> COc1ccc(C2c3ccc(O)cc3Oc3ncn(Cc4ccco4)c(=N)c32)cc1OC (stereo unspecified)
 : 6%, -8%, -1%, -6%, -6%, -1%, 10%, 9%
> CN1CCN(c2ccccc2NC(=O)Cc2ccc(Cl)cc2)CC1
 : -2%, -10%, 0%, -3%, nt, i, -2%, 12%
> CCOC(=O)c1cccc(NC(=O)Nc2ccc3c(c2)C(=O)OC3)c1
 : ?, nt, -3%, 1%, nt, -6%, -9%, 27%
> COc1ccc(OC)c(S(=O)(=O)Nc2ccc(CC(=O)O)cc2)c1
 : -5%, 1%, -2%, -1%, ?, i, -3%, 1%
> Cc1ccc(OCC(=O)OC(C)CN(C)Cc2ccccc2)cc1 (stereo unspecified)
 : 6%, -12%, -4%, -5%, ?, -12%, 4%, -3%
> O=C(O)c1sccc1S(=O)(=O)c1ccccc1
 : -2%, -10%, -1%, -2%, 7%, -5%, -3%, -2%
> COc1cccc(C(=O)O/N=C/c2ccc(Sc3ccc(C)cc3)nc2)c1
 : -9%, -4%, 1%, -1%, nt, i, -11%, 2%
> COc1ccc2oc(-c3ccc(C)c(NC(=O)c4ccc5c(c4)OCCO5)c3)nc2c1
 : -11%, -9%, -7%, 1%, nt, nt, nt, nt
> Cc1ccc(SCCC(=O)N/N=C/c2ccncc2)cc1
 : 2%, -4%, 0%, -1%, nt, 3%, -2%, -62%

Sorted by length of the SMILES (smallest number first): some entries from above.
Order of values – Tau FP inhib, Tau fibril ThT, TexasRed fluor, TRb SRC2 PPI, L3MBTL1 block, RECQ1 inh, JMJD2E inh, GoLoco inh red
> O=C(O)c1sccc1S(=O)(=O)c1ccccc1
 : -2%, -10%, -1%, -2%, 7%, -5%, -3%, -2%
> Cc1ccc(SCCC(=O)N/N=C/c2ccncc2)cc1
 : 2%, -4%, 0%, -1%, nt, 3%, -2%, -62%
> CN1CCN(c2ccccc2NC(=O)Cc2ccc(Cl)cc2)CC1
 : -2%, -10%, 0%, -3%, nt, i, -2%, 12%

Following part
Order of values – Tau FP inhib, Tau fibril ThT, TexasRed fluor, TRb SRC2 PPI, L3MBTL1 block, RECQ1 inh, JMJD2E inh, GoLoco inh red
> COc1ccc(Nc2ncnc3ccccc23)c(OC)c1
 : 3%, -1%, -4%, -4%, -5%, 3%, 3%, 22%
> CC(C)(C)C1CCc2c(sc(NC(=O)Cn3nnc(-c4ccccc4Cl)n3)c2C#N)C1 (stereo unspecified)
 : ?, -1%, 4%, 0%, nt, nt, nt, nt
> O=C(NCCc1ccccc1)c1noc2c1CCCCC2
 : 5%, -6%, -2%, -6%, 1%, -4%, 13%, 1%
> O=c1[nH]c2ccccc2c(=O)n1Cc1ccccc1
 : -1%, -7%, -1%, -4%, nt, -9%, ?, -4%
> CCc1nnc(SC(CC)C(=O)NCCOC)c2cc3occc3n12 (stereo unspecified)
 : -2%, ?, -1%, -4%, nt, nt, nt, nt
> O=C1OCC(c2ccccc2)=C1c1ccccc1[N+](=O)[O-]
 : 2%, 0%, 1%, 0%, nt, 0%, 7%, -7%
> COc1ccc(-c2nc(CNS(=O)(=O)c3ccccc3)cs2)cc1
 : -6%, -3%, 0%, -8%, nt, nt, nt, nt
> Cc1nc2nc(SCC(=O)N(Cc3ccccc3)C(C)C)nn2c(C)c1Cc1ccccc1Cl
 : -5%, ?, 1%, 6%, nt, nt, nt, nt
> Cc1nccn1CC(O)Cn1c2ccccc2c2ccccc21 (stereo unspecified)
 : 4%, ?, 3%, -20%, -8%, i, 0%, 1%
> Cc1cc(C)nc(NC(=O)c2cccc(Cl)c2)n1
 : 2%, -6%, -3%, -13%, 5%, -12%, 5%, nt

Continued:
smiles	Tau FP inhib	Tau fibril ThT	TexasRed fluor	TRb SRC2 PPI	L3MBTL1 block	RECQ1 inh	JMJD2E inh	GoLoco inh red
NC(=O)C1CCN(c2ncnc3c(-c4ccccc4)nsc23)CC1	3%	-3%	0%	1%	6%	-4%	3%	9%
NNC(=O)COc1ccc(-c2n[nH]c(C(F)(F)F)c2-c2ccc(Br)cc2)c(O)c1	-9%	-10%	5%	1%	-12%	-16%	8%	-3%
Nc1cccc(-n2nnnc2CN2CCOCC2)c1	11%	10%	0%	9%	-3%	2%	-5%	11%
CC(C)(C)c1cc(NC(=O)COC(=O)C2CC2)n(-c2ccccc2)n1	1%	-8%	-4%	-3%	6%	-7%	6%	4%
Cc1ccc(S(=O)(=O)n2cnc3ccccc32)cc1	-1%	-1%	-1%	5%	49%[activator]	6%	4%	-1%
c1ccc(-n2c(-c3cccs3)nc3nc4ccccc4nc32)cc1	-1%	-1%	0%	-1%	7%	-8%	?	10%
COc1ccccc1C(=O)Nc1c(C(=O)N(CCN(C)C)Cc2ccco2)oc2ccccc12	-8%	-14%	-3%	7%	nt	nt	nt	nt
COc1cccc(CN(C)Cc2nc3cc(C(F)(F)F)ccc3c(=O)[nH]2)c1	-3%	-5%	0%	-3%	3%	16%	-11%	5%
N#Cc1c(NC(=O)/C=C/c2ccco2)sc2c1CCCC2	1%	?	-1%	2%	-19%	-19%	?	64%[activator]
COc1cccc(CNC(=O)C2CCCN(c3nnc(-n4c(C)ccc4C)s3)C2)c1OC (stereo unspecified)	-10%	-17%	0%	-2%	nt	nt	nt	nt
CN(CC(=O)NCCc1ccc(S(N)(=O)=O)cc1)c1ccccc1	0%	-1%	0%	7%	4%	-22%	8%	-7%
Cc1ccc(C)c(NC(=S)N(Cc2ccco2)C(C)c2cccs2)c1 (stereo unspecified)	-10%	-13%	2%	-12%	nt	-1%	4%	8%

Full records, quoted from the list. Order of screens: Tau FP inhib	Tau fibril ThT	TexasRed fluor	TRb SRC2 PPI	L3MBTL1 block	RECQ1 inh	JMJD2E inh	GoLoco inh red
Record of `CCc1nnc(SC(CC)C(=O)NCCOC)c2cc3occc3n12` (stereo unspecified) : -2%	?	-1%	-4%	nt	nt	nt	nt
Record of `COc1ccc(Nc2ncnc3ccccc23)c(OC)c1` : 3%	-1%	-4%	-4%	-5%	3%	3%	22%
Record of `CC(C)(C)C1CCc2c(sc(NC(=O)Cn3nnc(-c4ccccc4Cl)n3)c2C#N)C1` (stereo unspecified) : ?	-1%	4%	0%	nt	nt	nt	nt
Record of `Cc1ccc(S(=O)(=O)n2cnc3ccccc32)cc1` : -1%	-1%	-1%	5%	49%[activator]	6%	4%	-1%

(more compounds)
smiles	Tau FP inhib	Tau fibril ThT	TexasRed fluor	TRb SRC2 PPI	L3MBTL1 block	RECQ1 inh	JMJD2E inh	GoLoco inh red
Cc1nc(SCC(O)CCl)c([N+](=O)[O-])[nH]1 (stereo unspecified)	0%	-14%	2%	-2%	5%	0%	3%	10%
CCOC(=O)c1sc(=S)n(-c2ccc(OC)cc2)c1C	-10%	-11%	-3%	-4%	-27%	-1%	-6%	3%
Cc1ccc(C)c(-c2ccc(=O)n(C(C)C(=O)Nc3ccccc3C(F)(F)F)n2)c1 (stereo unspecified)	7%	-17%	1%	2%	nt	nt	nt	nt
Oc1ccc(N2CCN(C(=S)NCCc3ccccc3)CC2)cc1	13%	14µM*	30%	-23%	-13%	-12%	-25%	83%[activator]
O=C(NCCCNc1ccc(C(F)(F)F)cc1[N+](=O)[O-])c1cc(F)c(F)cc1Cl	8%	?	0%	-8%	-12%	-8%	-12%	4%
CCc1cc2c(=O)n(CC(=O)NCCc3ccc(OC)c(OC)c3)cnc2s1	-4%	-10%	0%	11%	-2%	-13%	4%	17%
CNC(=O)c1c(NC(=O)c2ccc(S(=O)(=O)N3CCC(C)CC3)cc2)sc2c1CCC2	-6%	-3%	1%	-11%	nt	nt	nt	nt
O=C(NCCCCCCNC(=O)N1CCCCCC1)N1CCCCCC1	5%	-16%	-1%	1%	nt	-11%	9%	-4%
